Bioassay records from PubChem.
Insulin prom inh: inhibitors of insulin promoter-driven GFP, primary screen, imaging, TRM-6 cells (human fetal islet line), eGFP reporter, cell count. inhibition, % at 2 µM. AID 1273, 2008. reporter expression induced with tamoxifen. 0.9% of 130,000 active;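 active = inhibition above the mean plus 3 SD, with well images judged a real hit on visual review, cut at about 60% in these data, passing the limit was not always enough; inconclusive = inhibition over the cutoff but images rejected on review; inactive = inhibition not above the cutoff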
sdo1 growth: growth rescue of sdo1-depleted yeast, primary screen, S. cerevisiae, bone marrow failure model. S. cerevisiae sdo1-depleted JHY4D growth rescue, OD600 30 h; active compounds read high; pdr5 snq2 efflux-pump mutant strain. z-score at 10 µM. 0.21% of 140,000 active. AID 817, 2007;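 active = z-score above 3 at both the 24 hr and the 30 hr optical density reads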;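 also: z-score against mean and SD of all compound wells on the same plate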
sdo1 growth Rescue 24 h: second read-out of sdo1 growth, no call of its own (marks repeat the call); z-score; S. cerevisiae sdo1-depleted JHY4D growth rescue, OD600; measured here: growth rescue at 24 h;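 0 is the plate mean of compound wells and units are plate SD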
Numbers without * were called inactive; i = inactive; ? = inconclusive; / = not tested or not shown.

molecule,Insulin prom inh,sdo1 growth,sdo1 growth Rescue 24 h
COc1ccc(N2CCN(C(=O)CCN3C(=O)c4ccccc4S3(=O)=O)CC2)cc1,/,-0.65,-0.94
CCC(=O)N1CCc2cc(S(=O)(=O)N3CCN(c4ccccn4)CC3)ccc21,-42.9,0.63,0.71
CCc1cccc(CC)c1NC(=O)CN1CC(C)SC1=NC1CCCCC1 (stereo unspecified),-23.7,1.1,0.99
CCC(C)NC(=O)C1c2ccccc2C(=O)N1Cc1ccc(OC)cc1OC (stereo unspecified),-19.4,-0.01,0.17
COc1nc(Nc2ccc(C(C)=O)cc2)nc(OC)n1,/,1.88,2.24
CN1C(=O)c2ccccc2N(C)C1c1ccccc1Cl (stereo unspecified),35.0,/,/
COC(=O)c1ccc(Sc2nnnn2-c2ccccc2)c([N+](=O)[O-])c1,/,-0.39,-1.31
CC1S/C(=N/N=C/c2cccs2)NC1=O (stereo unspecified),/,-0.14,-0.74
CCCC(=O)Nc1sc2c(c1C#N)CC(C)(C)NC2(C)C,25.6,0.08,-0.78
COc1cccc(C(=O)COc2cccc(NC(=O)c3cccc([N+](=O)[O-])c3)c2)c1,3.2,-0.94,-0.52
CCN(CC)S(=O)(=O)c1cccc(C(=O)N/N=C/c2c(C)nn(-c3ccccc3)c2Cl)c1,-46.7,-0.04,1.47
Cc1cc(C)nc(Nc2ccc(N3CCCC3)cc2)n1,-12.3,0.22,-0.83
Clc1ccc(C2=Nn3c(nnc3-c3cccs3)SC2)cc1,-58.1,-0.12,1.42
Cc1cccc(OCCN2C(=O)C(=O)c3cc(C)ccc32)c1,4.8,/,/
CCOC(=O)N1CCc2c(sc3c2C(=O)NC(c2ccccc2)N3)C1 (stereo unspecified),/,0.37,0.1
CCCCCOC(=O)C1[C@H]2C(=O)N(CCCOC)C[C@]23C=C[C@H]1O3 (stereo partly specified),-35.3,0.48,0.06
N#C/C(=C\c1ccc(Cl)cc1)c1n[nH]c(Cn2cncn2)n1,6.9,0.65,0.97
COc1ccc([N+](=O)[O-])cc1NC(=O)COC(=O)c1ccccn1,11.8,/,/
CCOc1cc(NC(=O)c2ccco2)c(OCC)cc1NC(=O)CCc1ccccc1OC,/,-0.83,-0.65
CCc1cccc(CC)c1-n1c(SCc2cc(=O)n3ccsc3n2)nnc1-c1cccnc1,-7.0,-0.34,-0.47
CCNc1nc(NCC)n2c(SCC(=O)c3ccc(C(C)C)cc3)nnc2n1,/,0.94,0.96
Cc1ccc(S(=O)(=O)Nc2cc(C(=O)O)ccc2N2CCCCC2)cc1,-6.5,0.95,0.05
NCCc1nnc(SCC(N)=O)o1,7.0,1.26,1.04
CCn1c(SCC(=O)N/N=C/c2cc(OC)c(OC)c(OC)c2)nc2ccccc21,/,1.41,1.94

Full records as entered above.
`CCNc1nc(NCC)n2c(SCC(=O)c3ccc(C(C)C)cc3)nnc2n1` is entered as Insulin prom inh: /; sdo1 growth: 0.94; sdo1 growth Rescue 24 h: 0.96
`COc1ccc([N+](=O)[O-])cc1NC(=O)COC(=O)c1ccccn1` is entered as Insulin prom inh: 11.8; sdo1 growth: /; sdo1 growth Rescue 24 h: /

(list continues)
molecule,Insulin prom inh,sdo1 growth,sdo1 growth Rescue 24 h
O=C(CN1CCOCC1)NCCNC(=O)CN1CCOCC1,48.0,-0.23,-1.09
CCOc1ccc(C(=O)Nc2cccc(-c3cc4ccccc4oc3=O)c2)cc1[N+](=O)[O-],-82.1,-0.04,0.34
CN(C)C(=O)N1CCN(C(=O)N(C)C)CC1,0.0,-0.13,-0.48
CCOC(=O)CSc1ncnc2c1cnn2-c1ccccc1,-121.4,-0.26,1.04
CC1CCCC(C)N1C(=O)Cn1c(SCC(=O)Nc2ccc3c(c2)OCO3)nc2ccccc21 (stereo unspecified),/,-0.84,-0.8
Cc1noc(/C=C/N(C)C)c1S(=O)(=O)N1CCCC(C(=O)NCc2ccco2)C1 (stereo unspecified),/,1.56,1.98
N#Cc1cc(-c2ccccc2)oc1/N=C/c1ccccc1O,12.5,0.75,1.79
O=C1CCN(C(=O)Nc2ccccc2)N1,/,0.47,0.07
COc1cc(NC(=O)CCCC(=O)OCC(F)(F)C(F)F)nc(OC)n1,/,0.73,0.26
CCOc1ccc(/C=C(\C#N)C(=O)c2c(C)[nH]c3ccccc23)cc1OC,7.4,0.01,0.16
O=C(CNCC1CCCO1)N1CCN(S(=O)(=O)c2ccc3ccccc3c2)CC1 (stereo unspecified),16.2,0.91,1.22
S=c1[nH]nc(COc2ccccc2)n1C1CCCCC1,-26.3,-0.9,-0.51
O=C(CSc1ccc(Cl)cc1)Nc1ccc(N2CCN(C(=O)c3ccc(Cl)cc3)CC2)cc1,0.0,0.14,1.17
O=C(NCc1ccccn1)C1CCCCC1,2.3,/,/
Cc1oc(-c2ccc(Cl)cc2)nc1CN1CCCC(C(=O)NCc2ccco2)C1 (stereo unspecified),/,-0.29,-0.11
O=C(CN1CCNCC1)NCCSc1ccc(Cl)cc1,11.1,/,/
CC(C)OC(=O)c1nnc(Cc2ccc(Cl)cc2)o1,15.0,0.32,-0.12
CCC1S/C(=C(\C#N)C(N)=O)N(c2ccc(F)cc2)C1=O (stereo unspecified),/,0.75,0.59
COc1cc(SC#N)ccc1N=Cc1c(C)[nH]n(-c2cccc3ccccc23)c1=O,-38.7,-0.91,-0.81
Cc1ccc(NC(=O)CC2S/C(=N/N=C/c3c[nH]c4ccccc34)NC2=O)cc1 (stereo unspecified),53.3,-0.47,-0.57
C=CCn1c(C)cc(-c2csc(NC)n2)c1C,-66.7,/,/
COc1ccc(N(C(C)=O)S(=O)(=O)c2cccs2)cc1,i,-0.09,-0.9
Cc1cccc(C)c1NC(=O)N1CCCC1C(=O)Nc1ccc(-n2cnnn2)cc1 (stereo unspecified),30.4,/,/
CC(=C1C(=O)c2ccccc2C1=O)N1CCN(C/C=C/c2ccccc2)CC1,8.3,0.12,0.93

An excerpt of these results, with the structure last:
Insulin prom inh	sdo1 growth	sdo1 growth Rescue 24 h	mol
-66.7	/	/	C=CCn1c(C)cc(-c2csc(NC)n2)c1C
8.3	0.12	0.93	CC(=C1C(=O)c2ccccc2C1=O)N1CCN(C/C=C/c2ccccc2)CC1

Following part:
molecule,Insulin prom inh,sdo1 growth,sdo1 growth Rescue 24 h
Cc1ccc(/C=N/Nc2nnc(Cc3ccccc3)c(=O)[nH]2)o1,18.2,/,/
COc1ccc(CCNC(=O)Cn2c(=O)n(Cc3ccco3)c(=O)c3ccc(Cl)cc32)cc1OC,-62.5,-0.14,-0.54
CN(C)/C=C/C(=O)/C=C/c1cn(-c2ncc(C(F)(F)F)cc2Cl)c2ccccc12,15.6,0.23,0.09
c1cnn(-c2cc(N3CCOCC3)ncn2)c1,-18.9,0.29,-0.93
CCOc1cc2c(C#N)c(N3CCOCC3)nc(N)c2c(N)n1,/,0.08,-0.34
CC1CN(C(=O)C(C)N2C(=O)c3ccccc3C2=O)CC(C)O1 (stereo unspecified),/,-0.87,-1.25
CC(=O)/C=C/n1c(=S)oc2ccccc21,-31.0,-0.55,-0.86
CCC(=O)OCC(=O)Nc1ccc(OC)cc1[N+](=O)[O-],29.4,/,/
Cc1cc(O)c(C(=O)c2ccccc2C(=O)O)cc1C,12.9,-0.15,-0.14
COc1cc(OC)c(C2=NOC(C(=O)Nc3c(C)nn(CC(=O)N4CCCC4)c3C)C2)cc1Cl (stereo unspecified),?,-0.42,-1.32
CC(=O)c1cc(CN2C(=O)c3ccccc3C2=O)cs1,13.0,0.53,-0.05
C1CCN(c2nc(N3CCCC3)nc(N3CCNCC3)n2)C1,/,-1.31,-1.29

Other compounds follow.
The line under a structure holds: Insulin prom inh | sdo1 growth | sdo1 growth Rescue 24 h
- COc1ccc(-n2c(CNc3ccc(C)cc3)nnc2SCc2ccccc2)cc1
→ / | -0.89 | -0.13
- c1ccc(-c2ccccc2OCCOCCN2CCc3ccccc3C2)cc1
→ -20.0 | / | /
- Cn1nnnc1SCC(=O)Nc1nn(-c2ccccc2)nc1C(N)=O
→ -14.3 | / | /
- COc1cccc(CN2CCCN(S(=O)(=O)c3ccc(Br)cc3)CC2)c1
→ 26.9 | -1.03 | -0.68
- COc1ccc(/C=C/C(=O)OCC(=O)Nc2cccc(C(C)=O)c2)cc1
→ -13.3 | 0.11 | 0.39
- CCn1c(CSc2nc3ccccc3s2)nnc1SCC(=O)NCC(=O)OC
→ 10.7 | -1.18 | -0.89
- Cc1ccc(-n2ncc3c(=O)n(CC(=O)NCC4CCCO4)cnc32)cc1 (stereo unspecified)
→ / | -0.21 | -0.54
- CCN(CC)S(=O)(=O)c1ccc(NN)nc1
→ 66.7 | / | /
- CN(Cc1nc(-c2ccncc2)no1)S(=O)(=O)c1ccc(Br)cc1
→ 18.2 | -1.28 | -0.23
- C/C(CC1CC(COCCC(C)C)OC1=O)=N\NC(N)=S (stereo unspecified)
→ 6.7 | 0.32 | -0.57
- C/C(Cn1nnc2ccccc21)=N/OC(=O)c1c(F)cccc1F
→ -37.5 | / | /
- CCCC12CN3CC(C)(CN(C1)C3c1ccc3c(c1)OCO3)C2=O (stereo unspecified)
→ -128.6 | 0.42 | 0.06
- O=[N+]([O-])c1ccccc1-c1cc(-c2ccccc2O)n[nH]1
→ -34.5 | -0.72 | 0.07
- O=c1cc(-c2ccccc2)nc2nc(COc3ccccc3)[nH]n12
→ 1.3 | 0.57 | 0.72
- O=C(Nc1ccc2nc(SCc3ccc(Cl)cc3)sc2c1)c1ccccc1C(=O)N1CCOCC1
→ / | -1.22 | 0.45
- COC(=O)c1cc(=O)cc(C(=O)OC)o1
→ 0.0 | 0.7 | 0.99
- CCC(=O)Nc1ccc(C(=O)Nc2cccnc2)cc1
→ 59.1 | 0.29 | -0.37
- O=C(CSc1nnc(SCc2ccccc2)s1)N/N=C/C=C/c1ccco1
→ / | -0.87 | -0.92
- COc1cccc(OC)c1OCCNC(C)(C)C
→ / | 0.66 | 0.07
- CC(C)(C)OC(=O)N1CCC[C@H]1c1nnc(SC/C=C/c2ccccc2)o1
→ -23.5 | 0.11 | 0.39
- COc1ccc(NC(=O)CN(C)CC(=O)Nc2ccc(N3CCOCC3)cc2)c([N+](=O)[O-])c1
→ 50.0 | / | /
- N/C(=N\OC(=O)c1cccc([N+](=O)[O-])c1)c1ccccn1
→ 19.1 | / | /
- NC(=O)C1CCN(c2ccc(C(F)(F)F)cn2)CC1
→ 18.8 | / | /
- O=C(CCC1CCCC1)N1CCN(C(=O)c2cccnc2)CC1
→ -42.9 | 0.07 | -0.57
- O=C1CCC(=O)N1CCCCCc1nc(-c2ccccc2)no1
→ 37.5 | 0.15 | -0.14
- COc1cc(NC(=O)COC(=O)Cc2ccc(-c3ccccc3)cc2)cc(OC)c1
→ -13.7 | -0.81 | 0.11
- CCn1c(SCC(=O)N2CCCC(C)C2)nnc1-c1ccc(S(=O)(=O)N2CCN(C)CC2)cc1 (stereo unspecified)
→ -80.7 | 1.58 | 1.21
- CN(C)C(CNC(=O)Nc1cccc(Cl)c1)c1cccnc1 (stereo unspecified)
→ 36.0 | 0.37 | 0.89
- C=CCNC(=O)/C(=C/c1cccc([N+](=O)[O-])c1)NC(=O)c1ccccc1
→ -50.0 | / | /
- O=C(Nc1ncc(Cc2ccccc2Cl)s1)c1ccc(-c2cccc([N+](=O)[O-])c2)o1
→ -23.5 | 0.05 | 0.21

Entries listed so far that have a tert-butyl group, in the order listed:
The line under a structure holds: Insulin prom inh | sdo1 growth | sdo1 growth Rescue 24 h
- COc1cccc(OC)c1OCCNC(C)(C)C
→ / | 0.66 | 0.07
- CC(C)(C)OC(=O)N1CCC[C@H]1c1nnc(SC/C=C/c2ccccc2)o1
→ -23.5 | 0.11 | 0.39

(listing goes on)
The line under a structure holds: Insulin prom inh | sdo1 growth | sdo1 growth Rescue 24 h
- CCOC(=O)C1(C(F)(F)F)N=C(C(F)(F)F)Nc2cc(C)c(C)cc21 (stereo unspecified)
→ 6.2 | 0.08 | -0.28
- Fc1ccc2c(c1)C(c1cccnc1)=NNC(c1cccs1)=N2
→ -3.5 | -0.27 | -0.2
- Cc1c(C(=O)O)sc2nc(C)n(C)c(=O)c12
→ / | 0.38 | -0.02
- COC(=O)c1ccc(C2c3c(n[nH]c3C)C(=O)N2c2ccc(C)cc2)cc1 (stereo unspecified)
→ / | 0.01 | -0.78
- CCN(CC)S(=O)(=O)c1cccc(NC(=O)COC(=O)/C=C/c2ccco2)c1
→ 9.1 | -0.4 | -1.41
- COCCCn1c(SCC(=O)Nc2ccc(NC(=O)c3ccco3)c(OC)c2)nc2ccccc2c1=O
→ 0.0 | -0.05 | 0.68
- Cc1cc(C(=O)Cn2cc(C(F)(F)F)ccc2=O)c(C)n1-c1ccccc1
→ 20.0 | -0.29 | -0.3
- COc1cc2c(cc1OC)C(c1cc3ccccc3oc1=O)=NC(C)(C)C2
→ -456.2 | -0.36 | -0.83
- O=C(OCC#CCSc1nnc(-c2cccc3ccccc23)o1)c1ccco1
→ 31.4 | -0.52 | -0.32
- COc1cccc(C2CC(C(F)(F)F)n3nc(C(=O)NCc4cccnc4)cc3N2)c1 (stereo unspecified)
→ 0.0 | -0.18 | -0.15
- CCc1nnc(NC(=O)Cc2cc(OC)c(OC)c(OC)c2)s1
→ 44.4 | / | /
- COc1ccccc1NC(=O)Cc1noc(CSc2cccc[n+]2[O-])n1
→ -1.8 | 0.27 | 0.28
- Cc1cc(S(=O)(=O)NC2CCCCC2)ccc1OCC(=O)NCc1ccccn1
→ -334.3 | 0.23 | 0.13
- CCn1c(C(C)NC(=O)c2ccccc2C)n[nH]c1=S (stereo unspecified)
→ -20.0 | / | /

This is a random part of the collection; any-hit rate near 0.99%.
